Bcl-B TR3 displacers: displacers of TR3 peptide from Bcl-B, primary screen, selectivity assay for Bfl-1 inhibitor project, biochemical, fluorescence polarization; one-dose displacement, % at 20 µM; IC50 in µM for titrated hits; AID 748; FP displacement of FITC-TR3 peptide from Bcl-B; higher % means a stronger effect; 96,000 tested, 0.11% active;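 active = displacement above 50% at 20 µM plus a fluorescence interference ratio under 1.5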;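 note: plate controls were wells without compound for no effect and wells lacking Bcl-B protein for full effect; a part of the inactive calls stands beside numbers as strong as those of hits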
MRP resist rev: MRP-mediated drug resistance reversal; H69AR cells + 2 uM doxorubicin, CellTiter-Glo, 72 h; differential viability (reversal), % at 10 µM; 85,000 tested, 0.04% active;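 active = viability drop by adding the cancer drug above about 55%, with treated viability meeting a 40% cutoff, limit read from the data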;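 note: viability without doxorubicin minus viability with 2 µM doxorubicin for each compound; larger differential means the compound sensitizes cells more to doxorubicin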
PLAP inhibitors HTS: PLAP enzyme inhibitors, biochemical, luminescence, HTS (AID 690); purified PLAP, luminescent substrate; higher % means a stronger effect; one-dose inhibition, % at 20 µM; IC50 in µM for titrated hits; 96,000 tested, 0.08% active; in the data active = a potency from the dose series; inactive = the rest, 99 in 100 with inhibition below about 30%; note: strong numbers were not always called active
NFkB transloc pot: enhances IL-1B driven NFkB nuclear translocation. 94,000 tested, 0.3% active. AID 819. activation, % at 2 µM. HUVEC IL-1B NFkB p65 nuclear translocation imaging;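 active = activation above 40%, about the mean plus 3 SD, also judged a hit on visual image review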;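 note: percent activation is computed from the nuclear over cytoplasmic p65 intensity ratio; values of inactives mirror those of a sister screen read the other way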
NFkB transloc inh: blocks IL-1B driven NFkB nuclear translocation in HUVEC cells. 94,000 tested, 0.43% active. HUVEC IL-1B NFkB p65 nuclear translocation imaging. inhibition, % at 2 µM;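 active = inhibition above about 30% together with a positive call from visual inspection of the well image, limit read from the data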;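 note: nuclear over cytoplasmic p65 intensity ratio measured by imaging; 0% = IL-1B stimulated DMSO wells and 100% = unstimulated DMSO wells; values of inactives mirror those of a sister screen read the other way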
MRP resist rev cytotoxicity: also measured in MRP resist rev; calls as there; viability, %; H69AR cells, CellTiter-Glo, 72 h; measured here: cytotoxicity without doxorubicin
MRP resist rev with doxorubicin: recorded beside MRP resist rev, whose call it bears; viability, %; measured here: viability with 2 uM doxorubicin; stronger effect = lower value
NFkB transloc inh cell count 2 µM: further read-out of NFkB transloc inh, marked with its call; cell count; measured here: cells passing quality filter;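 raw number of nuclei counted in each imaged well without normalization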
NFkB transloc pot cell count 2 µM: second read-out of NFkB transloc pot, no call of its own (marks repeat the call); cell count; measured here: cells passing quality filter
Active calls of the source: *; · = no result given. A portion of the library; count on the stated rates, not on these rows.

Second line of a record – NFkB transloc pot cell count 2 µM	MRP resist rev cytotoxicity	Bcl-B TR3 displacers	MRP resist rev with doxorubicin	MRP resist rev	NFkB transloc inh cell count 2 µM	NFkB transloc inh	NFkB transloc pot	PLAP inhibitors HTS
> COc1ccccc1OCc1ccc(C(=O)N(C)C)o1
  153	73	10%	84	-11	153	0	0	0%
> O=C(Cn1c(=O)sc2ccccc21)Nc1ccc(S(=O)(=O)N2CCCCC2)cc1
  165	58	·	77	-20	165	-2	2	·
> Cc1ccc(CN(CC2CCCO2)C(=O)CN2C(=O)C(C(C)C)Oc3ccccc32)o1 (stereo not drawn)
  ·	38	6%	36	3	·	·	·	-67%
> COC(=O)c1ccc(Cl)c(NC(=O)NC23CC4CC(CC(C4)C2)C3)c1
  118	60	-59%	54	6	118	-32	32	12%
> O=S(=O)(c1ccc(Cl)s1)N1CCCc2cccc(O)c21
  152	·	1%	·	·	152	-1	1	35%
> COc1ccc(OCC(=O)O/N=C(\N)Cc2ccc(Cl)cc2)cc1
  182	99	-8%	96	3	182	-10	10	9%
> CC(=O)Nc1ccc(-c2csc(NC(=O)c3ccc(C)o3)n2)cc1
  196	66	1%	68	-3	196	-13	13	24%
> CS(=O)(=O)c1ccc(N2CCOCC2)c(S(C)(=O)=O)c1
  137	·	3%	·	·	137	3	-3	-9%
> COc1cccc(-n2nnnc2SCC(=O)N2CCCc3ccccc32)c1
  81	69	0%	70	-1	81	11	-11	-26%
> Cc1cc(C)cc(N2C(=O)CC(N(C(=O)c3ccco3)c3cc(C)cc(C)c3)C2=O)c1 (stereo not drawn)
  205	108	-4%	98	10	205	-9	9	-21%
> Cc1cc(NC(=O)Cn2nc3c(cc2=O)CCCC3)ccc1Br
  143	97	-14%	115	-19	143	4	-4	-25%
> O=C(COC(=O)c1ccccc1F)c1ccc(-n2nncc2-c2ccco2)cc1
  170*	95	-3%	76	19	170	-42	42*	6%
> Cc1cc(Oc2ccc(C#N)cc2)nc(NCc2ccccc2)n1
  133	93	-6%	83	10	133	-5	5	26%
> O=S(=O)(Nc1ccc(-c2nc3ccccc3o2)cc1)c1ccccc1
  158	92	-7%	92	-1	158	-18	18	-47%
> CCOC(=O)N1CCN(CC(=O)c2ccc3c(c2)CCN3C(C)=O)CC1
  65	96	0%	90	6	65	-23	23	-64%
> CCOC(=O)c1ccc(NC(=O)CN2CCN(c3ccccc3)CC2)cc1
  96	112	-1%	111	0	96	-1	1	4%
> N#Cc1c(N)nc2c(c1-c1ccco1)CCCCC2
  63	·	·	·	·	63	11	-11	·
> CCCC(=O)NCCCc1nc2ccccc2n1C
  ·	95	-2%	102	-7	·	·	·	2%
> Cc1ccc(C(=O)NCCc2ccncc2)cc1
  160	99	1%	89	9	160	14	-14	12%
> COc1ccc(C2=CC(c3ccc(F)cc3)n3nnnc3N2)cc1 (stereo not drawn)
  ·	68	10%	71	-2	·	·	·	11%
> O=C(Nc1nnc(C2CCCCC2)s1)c1ccc(Br)s1
  166	68	-6%	63	4	166	-12	12	-57%
> CCOC(=O)N1CCN(S(=O)(=O)c2cc(Cl)c(OC)cc2Cl)CC1
  114	83	·	76	6	114	-2	2	·
> CCN1CCN(C(=O)C2=C(C(=O)O)CCCC2)CC1
  126	100	8%	95	5	126	4	-4	1%
> Cc1ccc(CNC(=O)CCS(=O)(=O)c2ccc(Br)s2)o1
  121	·	-7%	·	·	121	-14	14	-24%
> O=c1cc(CN2CCN(c3cccc(Cl)c3)CC2)c2cc3c(cc2o1)CCCC3
  182	120	-10%	83	37	182	13	-13	-11%
> Oc1ccc(Oc2ncc(Cl)cc2Cl)cc1
  142	105	-1%	94	12	142	-9	9	3%
> Cc1cccc(C)c1N(CC(=O)N1CCN(C)CC1)S(C)(=O)=O
  167	105	-10%	91	14	167	1	-1	-12%
> Cn1c(SCC(=O)NC(C)(C)C)nc(O)cc1=O
  127	96	-4%	95	1	127	3	-3	13%
> COc1ccc(C2C=C(c3ccccc3)Nc3ncnn32)cc1 (stereo not drawn)
  119	85	8%	91	-6	119	-13	13	-12%
> CCOc1ccc(NC(=O)c2ccc(S(=O)(=O)N(C)C)cc2)cc1
  ·	93	0%	80	12	·	·	·	-6%
> CC1(C)OC(=O)N2CCc3ccccc3C21C (stereo not drawn)
  137	92	·	88	4	137	-2	2	·
> COc1ccc(N(CC(=O)NCC2CCCO2)S(=O)(=O)c2c(C)noc2C)cc1 (stereo not drawn)
  83	100	-4%	87	13	83	-5	5	-6%
> COC1CCCCC1Nc1cc(C)ccc1C (stereo not drawn)
  120	105	-8%	98	7	120	6	-6	-25%
> N#CC1=C(Nc2ccccc2)SC=C(c2ccccc2)N=C1N1CCOCC1
  ·	90	6%	89	1	·	·	·	18%
> CCNC(=O)c1ccc(NS(=O)(=O)c2ccccc2)cc1
  149	96	1%	84	12	149	-13	13	-2%
> O=C(NC1CCCCCCC1)C1CCN(S(=O)(=O)N2CCC3(CC2)OCCO3)CC1
  200	58	-10%	87	-29	200	-3	3	-34%
> Cc1cc(C)c(OCCN2C(=O)NC(C)(C)C2=O)c(Cl)c1
  145	95	-2%	103	-8	145	9	-9	-16%
> O=C(Cn1cccc1C(=O)c1ccccc1)NCc1ccc2c(c1)OCO2
  132	86	6%	85	0	132	-10	10	11%
> CCc1ccc2[nH]c(=O)c(CN(CCN3CCCC3)C(=O)NC3CCCCC3)cc2c1
  117	67	-49%	75	-8	117	-3	3	-35%
> O=C(c1cccs1)N(Cc1ccco1)C1CCS(=O)(=O)C1 (stereo not drawn)
  77	100	-2%	96	4	77	-7	7	3%
> COc1cc(-c2nnc(-c3ccccc3)o2)cc(OC)c1OC
  124	61	·	75	-14	124	-9	9	·
> O=C(CN1CCC(NC(=O)Nc2ccccc2-c2ccccc2)CC1)NCc1ccco1
  ·	89	-4%	81	8	·	·	·	-116%
> O=C(Nc1ccccc1N1CCN(C(=O)c2ccccc2)CC1)c1ccc2c(c1)OCO2
  129	82	2%	64	17	129	4	-4	-41%
> CCOC(=O)c1[nH]c(C)c(C(=O)NC2CCN(C(=O)OCC)CC2)c1C
  144	79	-2%	71	7	144	6	-6	-22%
> COc1ccc(OC)c(-n2c(SCC(=O)NCc3ccco3)nnc2-c2c[nH]c3ccccc23)c1
  201	59	9%	34	25	201	-10	10	-78%
> COc1cc(S(=O)(=O)NCCc2ccc3c(c2)OCO3)ccc1-n1cnnn1
  176	·	1%	·	·	176	-15	15	-54%
> COc1cccc2cc(C(=O)N3CCc4ccccc4C3)c(=O)oc12
  ·	89	16%	92	-3	·	·	·	8%
> O=[N+]([O-])c1ccccc1CNC(Cc1ccccc1)c1ccccc1 (stereo not drawn)
  ·	71	1%	59	13	·	·	·	26%
> O=C(Nc1ccc(N2CCOCC2)c(F)c1)c1ccncc1
  156	94	2%	86	7	156	-1	1	-8%
> COc1ccc(-c2onc(C)c2-c2ccccc2)c(O)c1
  80	31	1%	61	-29	80	-2	2	10%
> N#CC(c1nc2ccccc2nc1N1CCCC1)S(=O)(=O)c1ccccc1 (stereo not drawn)
  112	94	56%	75	18	112	12	-12	-41%
> Cc1cc(Oc2ccccc2)nc(N)n1
  99	91	-10%	93	-2	99	7	-7	12%
> COc1ccc(C(=O)/C=C/Nc2cc(C)on2)cc1
  162	87	-12%	89	-2	162	-36	36	22%
> CN1CCN(C(c2cccc(C(F)(F)F)c2)c2nnnn2C(C)(C)C)CC1 (stereo not drawn)
  128	97	0%	98	-1	128	-34	34	-36%
> CCCOc1ccc(Cn2c(=O)oc3ccc(C)cc32)cc1OC
  86	·	·	·	·	86	-15	15	·
> Cc1ccccc1-n1nnnc1SCc1ncc(-c2ccccc2)o1
  126	83	2%	79	4	126	-26	26	1%
> O=C(Nc1ccccc1)N(CCCN1CCOCC1)Cc1cccs1
  202	91	9%	71	20	202	-6	6	-17%
> CN1C(=O)c2cccc3c(Cl)ccc(c23)C1=O
  71	92	14%	92	0	71	3	-3	25%
> C=CCOc1ccccc1/C=N/O
  191	88	2%	83	5	191	10	-10	16%
> CCOC(=O)c1nc2sc3c(c2c(=O)[nH]1)CCCC3
  162	87	-3%	105	-18	162	9	-9	0%

The list goes on.
Second line of a record – NFkB transloc pot cell count 2 µM	MRP resist rev cytotoxicity	Bcl-B TR3 displacers	MRP resist rev with doxorubicin	MRP resist rev	NFkB transloc inh cell count 2 µM	NFkB transloc inh	NFkB transloc pot	PLAP inhibitors HTS
> COCCN1CN(S(=O)(=O)c2ccc(Cl)cc2)c2nc3ccccc3nc21
  168	88	-5%	73	16	168	-14	14	-10%
> COc1ccc(C)cc1S(=O)(=O)N(CC(N)=O)Cc1ccccc1
  140	95	-5%	100	-4	140	-16	16	-36%
> COC(=O)c1ccc(CNC(=O)CSc2nnc(COc3ccccc3)n2C)o1
  105	84	-6%	80	4	105	0	0	4%
> CCOc1cc2nc(-c3ccc(OC)c(OC)c3)nc(NCCCN3CCOCC3)c2cc1OC
  ·	18	-2%	39	-21	·	·	·	-64%
> CC(=O)Oc1ccc2ccccc2c1C(NC(=O)Cc1ccccc1)c1ccccc1 (stereo not drawn)
  160	·	3%	·	·	160	-17	17	-41%
> CCOC(=O)C1=C(O)/C(=C\c2ccc(OC)c(OC)c2)N=C1C
  67	98	-3%	87	10	67	-11	11	-25%
> COc1ccccc1NC(=O)c1cc2n(n1)C(C(F)(F)F)CC(c1ccc3c(c1)OCO3)N2 (stereo not drawn)
  191	69	0%	83	-14	191	-14	14	-29%
> Cc1cc(C(F)(F)F)nn1C(=O)c1cccnc1Cl
  91	104	2%	97	7	91	-5	5	-8%
> CN(C)CCN1CCc2ccccc21
  126	85	42%	76	9	126	-34	34	-46%
> CCOC(=O)CCCNC(=O)COC(=O)CCC(=O)c1ccc(F)cc1
  142	89	-18%	87	3	142	-1	1	12%
> CCOC(=O)C(NC(C)=O)(NS(=O)(=O)c1ccccc1)C(F)(F)F (stereo not drawn)
  123	89	-11%	79	11	123	-15	15	20%
> Cc1cccc(CN2CCN(CC(=O)NCCCN3CCCC3=O)C2=O)c1
  ·	93	-2%	103	-10	·	·	·	18%
> COc1ccccc1N1CCN(C(=O)CCNS(=O)(=O)c2ccc3c(c2)CCC(=O)N3)CC1
  112	93	3%	83	9	112	1	-1	-13%
> C=CCNC(=O)c1ccccc1S(=O)c1ccccc1C#N (stereo not drawn)
  193	·	5%	·	·	193	6	-6	-8%
> O=C(COc1cc(O)c2c(=O)cc(-c3ccccc3)oc2c1)c1ccc(F)cc1
  159	·	-28%	·	·	159	-6	6	7%
> Cn1c(=O)cc(SCC(=O)NCc2ccco2)c2ccccc21
  149	108	11%	107	1	149	12	-12	-1%
> CCCN(CCC)C1=N/C(=C\c2ccco2)C(=O)N1c1ccccc1
  176	·	-23%	·	·	176	-8	8	-42%
> CCC(=O)N1CCc2cc(Br)cc(S(=O)(=O)NCc3ccco3)c21
  ·	83	-1%	80	3	·	·	·	-10%
> COc1ccc(Nc2nnc(SCc3cc(=O)n4ccsc4n3)s2)cc1
  118	76	16%	71	4	118	-4	4	-16%
> COc1ccc(-c2nnc(SCC(=O)c3ccco3)n2-c2ccccc2)cc1
  134	92	-4%	90	2	134	-3	3	12%
> Clc1ccc(CN2CCN(c3ncnc4scc(-c5cccs5)c34)CC2)cc1
  162	66	-2%	72	-5	162	8	-8	-77%
